# High-throughput results as filed in PubChem BioAssay.
# 15-hLO-2 inh: blocks human 15-lipoxygenase 2 activity. 110,000 compounds, 0.56% hits. purified 15hLO-2, xylenol orange hydroperoxide absorbance. Potency, µM (doses to about 57.1 µM), for the others: at the top dose activity change, negative = inhibition, usual class: inhibitors; also: potency is read from the fitted curve at half-maximal effect; nearly all actives have a fitted effect of over 60% in size; many of its hits are not listed in these tables
#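 Purified human 15hLO-2 (50 nM) preincubated 15 min with compound, then 45 uM arachidonic acid for 90 min at RT in 25 mM Hepes pH 7.5, 0.01% Triton X-100. Hydroperoxide detected by Fe-xylenol orange; 573/405 nm absorbance ratio.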
# IMPase inh: membrane-permeable compound that blocks inositol monophosphatase. CHO-M1 cells, IP1 accumulation, HTRF TR-FRET ratio. inhibition (IP1 accumulation), % at 46.1 µM. 120,000 tested, under 10 active; active = well fitted curve in the direction sought with a large enough effect in the signal ratio, not every such curve was filed as active; inconclusive = small, poorly fitted or top-dose-only effect, or a change in a side signal; inactive = no such curve, though single readings can be large or run the other way; the % refers to the signal ratio;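 also: cells stimulated with carbachol in lithium chloride buffer; plate controls were DMSO basal wells for no effect and reference inhibitor wells for full effect; higher means more IMPase inhibition seen as more IP1 and lower FRET ratio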
# Target sequence (P97697 whole entry, looked up): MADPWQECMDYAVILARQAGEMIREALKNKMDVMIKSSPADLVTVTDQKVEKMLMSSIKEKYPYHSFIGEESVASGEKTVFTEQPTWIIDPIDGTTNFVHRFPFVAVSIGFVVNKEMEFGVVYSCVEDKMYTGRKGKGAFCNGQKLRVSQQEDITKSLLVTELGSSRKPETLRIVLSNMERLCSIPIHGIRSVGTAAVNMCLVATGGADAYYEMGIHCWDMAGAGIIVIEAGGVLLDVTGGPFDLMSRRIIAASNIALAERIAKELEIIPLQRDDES
#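 CHO-M1, 2000 cells/well, cultured 16–30 h; cpd up to 46 uM; carbachol (50 uM solution, stimulation buffer w/ 50 mM LiCl, pH 7.4), 30 min 37C; IP-One TR-FRET, 10 min RT; Ex 320/Em 665, 620; Hill-fit AC50.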
# PNC assembly inh: blocks assembly of the perinucleolar compartment. activity change (PNC), negative = inhibition, % at 10 µM. PC3M PTB-GFP, PNC prevalence imaging, 16 h; stronger effect = lower value. 140,000 compounds, 3.1% hits;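 active = readout at or below -70, meaning at least 70% loss of cells showing the perinucleolar compartment, a nuclear body marking cancer cells; inconclusive = readout between -30 and a set limit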;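 also: plate controls were DMSO wells for no effect and camptothecin positive control wells for full effect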
#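 PC3M cells stably expressing PTB-GFP, 750–1000 cells/well, treated 16 h at 37 °C with compound (23 nl of library stock), in duplicate. After paraformaldehyde fixation and Hoechst stain, imaged at 20x; PNC prevalence scored by image analysis.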
# ALOX12 inhib: blocks human 12-lipoxygenase activity. P18054. purified 12-hLO, xylenol orange hydroperoxide absorbance. Potency, µM (top dose mostly 57.1 µM), without a hit: at the top dose activity change, negative = inhibition, actives largely listed as inhibitors. 150,000 compounds, 0.12% hits. AID 1452; also: potency is read from the fitted curve at half-maximal effect; nearly all actives have a fitted effect of over 55% in size; many of its hits are not listed in these tables
# Target sequence (P18054 whole entry, looked up): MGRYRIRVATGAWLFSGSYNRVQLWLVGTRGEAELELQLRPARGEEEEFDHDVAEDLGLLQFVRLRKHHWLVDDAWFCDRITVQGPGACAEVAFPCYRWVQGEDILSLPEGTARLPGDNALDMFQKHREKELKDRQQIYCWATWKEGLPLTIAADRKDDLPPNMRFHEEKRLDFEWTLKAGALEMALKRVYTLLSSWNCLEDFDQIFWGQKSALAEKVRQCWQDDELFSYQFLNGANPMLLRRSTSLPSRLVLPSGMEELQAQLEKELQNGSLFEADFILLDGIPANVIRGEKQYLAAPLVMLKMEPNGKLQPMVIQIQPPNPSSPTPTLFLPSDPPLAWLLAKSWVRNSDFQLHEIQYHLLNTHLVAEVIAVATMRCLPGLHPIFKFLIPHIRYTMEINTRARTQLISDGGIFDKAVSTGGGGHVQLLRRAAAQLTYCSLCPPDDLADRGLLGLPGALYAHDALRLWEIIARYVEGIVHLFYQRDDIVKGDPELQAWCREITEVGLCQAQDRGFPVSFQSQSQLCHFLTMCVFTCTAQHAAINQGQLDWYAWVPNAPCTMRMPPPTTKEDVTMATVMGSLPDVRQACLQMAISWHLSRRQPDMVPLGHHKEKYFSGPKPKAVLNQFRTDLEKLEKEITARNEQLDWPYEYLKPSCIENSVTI
#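 Hydroperoxide formation by human 12-lipoxygenase from 40 uM arachidonic acid was followed colorimetrically via ferric-xylenol orange complex, using the 573/405 nm absorbance ratio. Enzyme concentration was 150 nM, with 30 min reaction at room temperature.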
# The depositor's hits bear a star; ? = inconclusive; . = no result given; [ ] = another dose, or the depositor's remark. Unless noted, calls follow the shape of the dose curve; as a rule, active = well fitted curve in the direction sought with a large enough effect; inconclusive = small, poorly fitted or top-dose-only effect, or another doubt; inactive = no such curve, though single readings can be large; an effect the other way counts as inactive or inconclusive. Unless noted, % is scaled to controls: 0 for no effect and ±100 for the full control effect.
SMILES,15-hLO-2 inh,IMPase inh,PNC assembly inh,ALOX12 inhib
O=C(COC(=O)C1CC1)Nc1ccccc1Sc1ccccc1,.,.,19,1%
O=C(c1ccccc1)C(Cn1cncn1)C(Sc1ccccc1)c1ccccc1 (stereo not drawn),8%,6,15,2%
COc1ccc(NC(=S)NC(NC(=O)c2cccc(Cl)c2)C(Cl)(Cl)Cl)c([N+](=O)[O-])c1 (stereo not drawn),.,16,13,-17%
CCOc1ccc2[nH]c(=O)c(CN(CCO)C(=O)CC)cc2c1,1%,3,?,1%
CCCCCCn1c(COc2ccccc2F)nnc1SCC(=O)N1c2ccccc2NC(=O)C1(C)C,-4%,0,1,-8%
COc1ccc(C2N(c3ccc(OC)cc3)C(=S)N3CCCN23)cc1 (stereo not drawn),.,.,?,3%
CCc1ccccc1NC(=O)CCc1nc(-c2ccc(C)cc2)no1,5%,-5,8,2%
CCOC(=O)c1c(C)[nH]c(N=Nc2ccc(C)cc2C)c1C,-17%,8,-3,-25%
CCC(C)NC(=O)c1ccc([N+](=O)[O-])c(Cl)c1 (stereo not drawn),.,5,-2,-3%
C=CCn1c(-c2ccoc2)n[nH]c1=S,1%,-14,?,-1%
COc1ccc(NC(=O)c2ccc3c(c2)OCO3)cc1Cl,-5%,-2,12,-5%
C=CCNC(=O)/C(C#N)=C/c1cn(-c2ccccc2)nc1-c1ccc(OC)c([N+](=O)[O-])c1,.,?,-24,1%
Cc1ccc(N=Cc2cccc(O)c2O)c(C)c1,?,3,?,?
CCOc1ccc(-n2nnnc2SCC(=O)c2ccccc2)cc1,11%,-4,-4,-5%
Cc1cccc(NC(=S)NCC23C=CC(O2)C2C(=O)N(c4ccc(Cl)cc4)C(=O)C23)c1 (stereo not drawn),.,.,40,-12%
COc1ccc(-c2cc(O)cc(O)c2)cc1,-4%,-9,9,-5%
COc1ccc(OCCCn2c(=O)oc3ccccc32)cc1,.,8,-6,6%
Cc1ccc(CCN2CC(C(=O)NCc3ccco3)CC2=O)cc1 (stereo not drawn),3%,2,?,7%
CC1(C)COC(c2cc([N+](=O)[O-])ccc2Cl)=N1,-8%,0,8,-5%
CCC(C(=O)Nc1ncn[nH]1)(C(F)(F)F)C(F)(F)F,-4%,?,-6,0%
Cc1oc(-c2cccs2)nc1CS(=O)CC(=O)NCCCOC(C)C (stereo not drawn),-9%,1,11,-1%
COc1ccc(Cc2nnc(SCC(=O)NCC3CCCO3)o2)cc1 (stereo not drawn),-2%,4,-25,-8%
COc1ccccc1OCC(=O)Nc1cccc(C(=O)N2CCOCC2)c1,-4%,5,-24,1%
Nc1nnc(SCC(=O)OCc2ccc(F)cc2)s1,.,-2,?,0%
N#CC1=C2SCC(O)(c3ccccc3)N2C(=O)CC1c1ccccc1 (stereo not drawn),-11%,-4,?,-9%
O=C(CSc1nn(-c2ccccc2)c(=S)s1)Nn1cnnc1,-10%,-2,?,-3%
NC(=O)C[C@@H]1N[C@]2(C(=O)Nc3ccccc32)[C@@H]2C(=O)N(C3CCCCC3)C(=O)[C@H]12,-3%,-7,0,-3%
CC(c1nc2ccccc2c(=O)[nH]1)N(C)c1ccc2ccccc2c1 (stereo not drawn),.,.,?,1%
O=C(O)c1cccc(SSc2cccc(C(=O)O)c2)c1,10%[11.4 µM],.,.,-6%[11.4 µM]
O=C1Nc2cc(C(=O)N3CCN(Cc4ccccc4)CC3)ccc2SC1N1CCOCC1 (stereo not drawn),-1%,-7,-22,-1%
CCOC(=O)c1ccc(NC(=S)N(CCCN2CCCC2)Cc2ccco2)cc1,.,.,9,3%
COc1ccc(CN(C(=O)c2ccco2)c2ccccc2)cc1,.,-1,1,-3%
CC/C(Cc1ccccc1)=N/NC(=O)c1cccc(Br)c1,.,.,-10,3%
O=C(c1ccco1)N1CCC2(CCCN(c3ccccc3)C2)CC1,-5%,.,.,-12%
Cc1ccc(N2CC(C(=O)NCCc3ccc(S(N)(=O)=O)cc3)CC2=O)cc1 (stereo not drawn),-8%,8,39,4%
O=C1[C@@H]2C(Cc3ccc(O)cc3)NC3(C(=O)Nc4ccc(F)cc43)[C@@H]2C(=O)N1c1ccccc1 (stereo partly drawn),-12%,-1,10,-7%
O=C(Cc1ccccc1[N+](=O)[O-])NCc1ccccc1Cl,1%,-19,-7,3%
Cc1cccnc1NC(=O)c1cc2c(=O)oc3ccccc3c2s1,.,.,-2,0%
Cc1nn(C(=O)c2ccco2)c(C)c1Sc1ccc(Br)cc1,12%,3,3,-5%
O=C1CSCC(=O)N1c1ccccc1,1%,7,-25,2%
CCCC(=O)Nc1ccc(N2CCN(C(=O)c3ccccc3C)CC2)cc1,-2%,3,17,-1%
O=C(CN1C(=O)COc2ccccc21)Nc1ccc2c(c1)OCCO2,-5%,-3,?,-3%
Cc1nnc(SCc2ccccc2)n1N,1%,1,19,9%
CCOC(=O)c1[nH]c2ccc(OC)cc2c1NC(=O)NC(C)C,-4%,-22,?,0%
O=C(O)CCc1ccc(-c2cccs2)n1NC(=O)c1ccc(Cl)cc1,-15%,3,12,-12%
C=CCn1c(SCC(=O)NC(N)=O)nnc1-c1cc2c(s1)CCC(CC)C2 (stereo not drawn),.,5,-19,-1%
COc1ccc(-n2c(-c3cnccn3)n[nH]c2=S)cc1,-18%,-4,-9,-3%
Cc1ccc(NCc2nc3ccccc3n2CCOc2ccccc2)cc1,.,.,-21,-15%
CNCc1ccccc1Sc1ccc(OC)cc1,20%,8,32,2%
COc1ccccc1CN1CCC2(CCNCC2)CC1,36%[activator],.,.,1%
NC(=Nc1ccccc1)NC(=O)c1nc(Cl)c(N)nc1N,16%,12,.,-5%
Cc1cc(C)n(-c2cc(Cl)cc(Cl)c2)c(=O)c1C#N,.,?,-12,4%
CCCc1nn(C)c(C(=O)Nc2ccc(CC)cc2)c1Cl,.,.,65,-1%
CCc1nc2ccccc2c(C(=O)Oc2ccc(C(=O)OC)cc2)c1C,.,.,-21,1%
O=C(CCCn1c(=O)[nH]c2ccccc2c1=O)N1CCN(c2ccccn2)CC1,.,.,23,0%
O=C(N/C(=C/c1ccc(Br)cc1)C(=O)N1CCCC1)c1ccccc1F,.,.,29,1%
CC(=O)Oc1c(Cl)c(N2CCOCC2)c(OC(C)=O)c2ccccc12,-8%,3,-15,-1%
COc1ccc(C)cc1NC(=O)CSc1ccc(Cl)cc1,.,.,?,-4%
O=C(CCNC(=O)c1ccccc1)Nc1ccc(F)c(Cl)c1,.,-13,?,2%
O=C1CCC(C(=O)N(c2ccccc2)C2(C(=O)NC3CCCCC3)CCCCC2)N1 (stereo not drawn),2%,11,-10,-6%
# Carrying on:
SMILES,15-hLO-2 inh,IMPase inh,PNC assembly inh,ALOX12 inhib
C=CCn1c(SCC(=O)N2CCCC2)nc2scc(-c3cccs3)c2c1=O,-3%,-2,126,2%
Cc1ccccc1N=Cc1c(O)n(-c2nccs2)c(=O)c2ccccc12,.,.,20,-1%
COc1ccc(C(=O)NCCSCc2ccc(C)cc2)cc1,-2%,1,-13,-3%
CCOC(=O)C(NC(C)=O)(Nc1ccc(S(=O)(=O)Nc2nccs2)cc1)C(F)(F)F (stereo not drawn),-1%,6,?,2%
CC(C)COC(=O)c1ccc2c(c1O)C(=O)c1ccccc1C2=O,-10%,0,?,1%
CCN1CCN(c2ccc(S(=O)(=O)N(CC)CC)cc2[N+](=O)[O-])CC1,.,.,7,0%
CC(C)CC1NC(=O)N(CC(=O)N2CCN(S(=O)(=O)c3ccc4ccccc4c3)CC2)C1=O (stereo not drawn),1%,-13,22,3%
CC(C)(C)NC(=O)C(c1ccc(F)cc1)N(Cc1ccco1)C(=O)Cn1nnc(-c2cccs2)n1 (stereo not drawn),.,-2,-29,17%
CCOc1ccccc1NC(=O)CN(c1ccc(OC)cc1)S(=O)(=O)c1c(C)noc1C,7%,13,-97*,-9%
C=CCNc1nc(Nc2ccc(OC)cc2OC)nc(OCC)n1,23%,-3,3,-2%
Cc1nc(=O)c(-c2ccccc2)c(C)n1Cc1ccccc1,-2%,-2,13,-3%
CCC(C)C(=O)OC1CCC=C2C=CC(C)C(CCC3CC(O)CC(=O)O3)[C@@H]21 (stereo partly drawn),1%,.,.,1%
COc1ccc(Br)cc1/C=N/NC(=O)c1ccc(COc2ccc3c(c2)CCC3)o1,-23%,-5,-14,2%
CCn1cc(C(=O)NC(C)C2CC3CCC2C3)cn1 (stereo not drawn),.,.,-27,-5%
Cc1cc2nc(C3CCCN(C(=S)Nc4ccccc4C)C3)[nH]c2cc1C (stereo not drawn),7%,-2,-30,3%
CCOC(=O)N1CCC(NC(=O)c2cc(C(=O)NCC(OC)OC)ccc2CO)CC1,0%,-6,28,-3%
CC(=O)c1ccc(NC(=O)N[C@@H](Cc2ccccc2)C(=O)O)cc1,1%,6,65,-1%
Cc1nn(Cc2ccc(F)cc2)c(C)c1NC(=O)c1cnn2c1NC(c1ccccc1)CC2C(F)(F)F (stereo not drawn),19%,6,-29,0%
O=C(c1cc(S(=O)(=O)N2CCOCC2)ccc1F)N1CCN(Cc2ccccc2)CC1,0%,1,-16,1%
Cc1ccc(NC(=O)c2ccc(OC(=O)c3ccco3)cc2)cc1,-12%,8,?,1%
CCn1c(=O)cc(OCC(=O)N2CCCCCC2)c2ccccc21,-2%,5,?,1%
CC(C)(C)C(=O)C(Cc1ccccc1Cl)n1cncn1 (stereo not drawn),9%,-9,20,0%
NC(=O)c1ccc(-n2nnnc2SCc2ccc(F)cc2)cc1,4%,1,-26,2%
COc1cc2c(cc1NC(=O)Nc1cccc(C)c1)oc1ccccc12,14%,-1,-20,12%
COc1ccc(/C=C\C(=O)NCc2ccc3c(c2)cc(C)n3C)cc1OC,.,.,-4,-2%
CCn1c(-c2ccc(C(C)(C)C)cc2)n[nH]c1=S,5%[11.4 µM],2[1.84 µM],-89*,-5%
COC(=O)c1ccc(C)c(NC(=O)c2ccc(Cn3cc([N+](=O)[O-])cn3)o2)c1,.,.,?,-1%
O=C(CCCc1ccccc1)N1CCN(c2ccc([N+](=O)[O-])cc2)CC1,-19%,5,53,-7%
COc1ccc(NC(=O)N2CC3(CCN(C(=O)c4csnn4)CC3)C2)cc1,1%,.,.,5%
CC1CCCCN1C(=O)c1cc2nc(-c3ccccc3)cc(-c3ccccc3)n2n1 (stereo not drawn),.,-13,8,-11%
Cc1nc(N2CCC(C)CC2)c2c(C)c(C(=O)O)sc2n1,4%,?,11,-5%
Cc1cc(C)nc(SCc2nnc(SCC(=O)NCc3ccco3)n2-c2ccccc2)n1,4%,6,-10,-6%
CCOC(=O)Cc1csc(NC(=O)C(C)(C)C)n1,2%,1,27,-5%
Cc1ccc(/C=C2\SC(=S)N(CCCC(=O)Nc3ccccn3)C2=O)cc1,21%,-1,14,-5%
O=C1CC(C(=O)Nc2ccc(Cl)cc2[N+](=O)[O-])C2(CCCCC2)O1 (stereo not drawn),.,.,-84*,0%
Clc1ccccc1OCc1nc(-c2ccncc2)no1,1%,-1,-17,-1%
COc1cccc(NC(=O)Cc2c(O)c3ccccc3[nH]c2=O)c1,6%,2,?,-2%

# Looked up by structure from the list above, 2 records:
SMILES,15-hLO-2 inh,IMPase inh,PNC assembly inh,ALOX12 inhib
Clc1ccccc1OCc1nc(-c2ccncc2)no1,1%,-1,-17,-1%
Cc1cc(C)nc(SCc2nnc(SCC(=O)NCc3ccco3)n2-c2ccccc2)n1,4%,6,-10,-6%

# Entries listed above shown as hits in PNC assembly inh:
SMILES,15-hLO-2 inh,IMPase inh,PNC assembly inh,ALOX12 inhib
CCOc1ccccc1NC(=O)CN(c1ccc(OC)cc1)S(=O)(=O)c1c(C)noc1C,7%,13,-97*,-9%
CCn1c(-c2ccc(C(C)(C)C)cc2)n[nH]c1=S,5%[11.4 µM],2[1.84 µM],-89*,-5%
O=C1CC(C(=O)Nc2ccc(Cl)cc2[N+](=O)[O-])C2(CCCCC2)O1 (stereo not drawn),.,.,-84*,0%
